Source: PubChem BioAssay
Lipid droplet = inhibitors of hepatocyte lipid droplet formation, primary screen, imaging, high-throughput imaging, BODIPY stain | inhibition, % at 6.5 µM | hit rate 0.4% among 240,000 | AML12 mouse hepatocytes, oleate lipid droplets | AID 1656, 2009;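 active = lipid droplet intensity inhibited by at least 50%, with more than 500 cells counted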
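Assay system: AML12 mouse liver cells | Compound: 6.5 µM single-point dosing | Schedule: Overnight exposure | Technique: Fluorescence imaging, 20x objective, two fields per well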
ER stress rescue = rescue of cells from ER stress-induced death, primary screen, 384-well, CSM14.1, thapsigargin, ATP luminescence (AID 1222); one-dose cellular ATP content (survival), % at 20 µM; EC50 in µM for titrated hits; 190,000 tested, under 10 active; CSM14.1 thapsigargin-induced death rescue, ATP luminescence; higher % means a stronger effect;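 active = EC50 below 50 µM in the dose-response confirmation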;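 note: death triggered by thapsigargin at about 15 µM added after 2 h compound pretreatment; cell ATP read after overnight thapsigargin exposure of roughly 18 to 22 hours; normalized against plate controls of thapsigargin alone and 5% DMSO vehicle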
WT yeast gro inh = growth inhibition of WT strain, primary screen, mitochondrial fusion inhibitor project, WT and mutant strains, chemical genetic. AID 1362, 2008. inhibition, % at 10 µM. mitochondrial fusion phenotypic screen. hit rate 2.1% among 190,000; in the data active = inhibition above about 58%; tested in S. cerevisiae
XIAP displacement = XIAP antagonists, biochemical, IAP family, fluorescence polarization (AID 1018) | E3 ubiquitin-protein ligase XIAP (Homo sapiens) | XIAP BIR domain, fluorescence polarization peptide displacement; higher % means a stronger effect | one-dose displacement, % at 20 µM; IC50 in µM for titrated hits | hit rate 0.007% among 200,000; in the data active = displacement above about 50%; note: a part of the inactive calls stands beside numbers as strong as those of hits
Autophagy mod = autophagy modulators in MEF cells, primary screen, imaging, high-content, MEF GFP-LC3. MEF GFP-LC3 puncta imaging; test concentration mostly 10 µM. calls only at 10 µM (by protocol). hit rate 0.98% among 190,000;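 active = percentage of spot-positive cells more than 3 SD above its plate mean, without a fluorescence outlier flag or 80% toxicity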;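 note: spot-positive cell cutoff set from DMSO-treated cells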
b-catenin transl = modulators of beta-catenin nuclear translocation, primary screen, imaging, HeLa cells, immunofluorescence, high-content. nuclear translocation activity, % at 5 µM. hit rate 0.3% among 190,000;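 active = nuclear translocation activity above 50% at 5 µM, with a well cell count of 50 or more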;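 note: per-cell ratio of nuclear to cytoplasmic median beta-catenin stain intensity; plate controls were DMSO negative control for no effect and GSK-3 inhibitor IX positive control for full effect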
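assay system = human HeLa cells, endogenous beta-catenin | times = compound treatment 24 h, 37°C, 5% CO2 | detection = Anti-beta-catenin immunofluorescence on PFA-fixed, Triton-permeabilized cells, DAPI nuclei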
Dynein transport = inhibitors of GR-EGFP nuclear translocation, primary screen, dynein cargo transport inhibitor project, imaging, high-content, 3617.4 mouse cells; test concentration mostly 20 µM; stimulated with dexamethasone, 1 µM; active compounds read low; z-score, hits read low; hit rate 0.47% among 220,000;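 active = plate z-score of nuclear minus cytoplasmic receptor signal below a set negative limit, without overly bright fluorescence or cell loss, cut at about -3.5 in these data, passing the limit was not always enough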;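 note: z-score of nuclear minus cytoplasmic ring GR-EGFP intensity difference per well; some compounds called inactive have numbers as strong as hits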
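Also added: dexamethasone, 1.0 µM final. Medium: tet-free, stripped-serum medium. Detection: fixed, Hoechst-stained cells imaged at 10x for EGFP. Read-out: nuclear-to-cytoplasmic GR-EGFP distribution per well. Times: induction 48 h, compound 1 h, agonist 30 min.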
MT stabilize HCS = microtubule stabilizers in HeLa cells, primary screen, imaging, high-content imaging | HeLa tubulin immunostaining HCS, 24 h; share of cells brighter than vehicle mean+2SD | % tubulin-high responders, % at 10 µM | hit rate 0.83% among 200,000;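 active = plate Z-score above 3 for both tubulin-high and condensed-nucleus cell shares, with cell loss under 80%, at 10 µM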;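 note: anti alpha tubulin signal scored within the nucleus-defined area of each cell; some results filed as inactive read as strong as hits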
Ins promoter up = insulin promoter activators in MIN6 cells, imaging, high-content screening, mouse beta cells; hit rate 0.3% among 190,000; z-score at 5 µM; MIN6 insulin promoter-GFP reporter; active compounds read high;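 active = z-score above 3 at 5 µM with at least 500 cells counted in the well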
WT yeast gro inh mutant strain = also measured in WT yeast gro inh; calls as there; inhibition, %; mitochondrial fusion phenotypic screen, mutant strain inhibition
Dynein transport cytoplasmic EGFP = further read-out of Dynein transport, marked with its call; z-score; measured here: cytoplasmic GR-EGFP intensity; active compounds read high
Dynein transport nuclear GR-EGFP = recorded beside Dynein transport, whose call it bears; z-score; measured here: nuclear GR-EGFP intensity;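 lower value marks the stronger effect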
Dynein transport cell count = also measured in Dynein transport; calls as there; z-score; measured here: cell count per field
Ins promoter up cell count = second read-out of Ins promoter up, no call of its own (marks repeat the call); cell count; measured here: cytotoxicity, nuclei count;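 total cells summed across four imaged fields per well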
Lipid droplet cells 6.5 µM = recorded beside Lipid droplet, whose call it bears; cell count; measured here: cell count, cytotoxicity flag;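 cells counted across two imaged fields per well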
b-catenin transl cell count 5 µM = also measured in b-catenin transl; calls as there; cell count; measured here: cell count, cytotoxicity flag
MT stabilize HCS Hoechst-high % = recorded beside MT stabilize HCS, whose call it bears; % Hoechst-high responders; measured here: nuclear condensation Hoechst responders;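 share of cells brighter than vehicle mean plus two SD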
MT stabilize HCS cytotoxicity % = second read-out of MT stabilize HCS, no call of its own (marks repeat the call); toxicity, %; measured here: cytotoxicity by cell density;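 0% = mean cell density of plate MIN control wells and 100% = no cells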
Autophagy mod cell loss 18 h = second read-out of Autophagy mod, no call of its own (marks repeat the call); toxicity, %; measured here: cell loss, nuclei count;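 cell loss after 18 h compound exposure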
* = called active by the depositor; i = inactive; / = not tested or not shown. Hits appear at their usual frequency; 4% or so of the library scored in one or more.

SMILES | Lipid droplet | Lipid droplet cells 6.5 µM | ER stress rescue | WT yeast gro inh | WT yeast gro inh mutant strain | XIAP displacement | Autophagy mod | Autophagy mod cell loss 18 h | b-catenin transl | b-catenin transl cell count 5 µM | Dynein transport | Dynein transport cytoplasmic EGFP | Dynein transport nuclear GR-EGFP | Dynein transport cell count | MT stabilize HCS | MT stabilize HCS Hoechst-high % | MT stabilize HCS cytotoxicity % | Ins promoter up | Ins promoter up cell count
Cc1cccc(NC(=S)N(CCCN2CCOCC2)Cc2cn(C)c3ccccc23)c1 | -5 | 676 | 0.4% | 21 | 9 | -7.8% | i | 21 | -2.4 | 1170 | 3.2 | 0.0056 | 3.1 | -1.9 | 2.3 | 1.4 | 1.7 | -0.17 | 1249
Cc1c(N=Cc2c(O)n(C3CCCCC3)c(=O)[nH]c2=O)c(=O)n(-c2ccccc2)n1C | / | / | -0.3% | -8 | -13 | -3.6% | i | 5 | -6.6 | 946 | 1.2 | -0.41 | 0.057 | 0.63 | 3.8 | 1.0 | 1.4 | 0.6 | 1131
COc1cccc(C(C(=O)NC2CCCCC2)N(CCN2CCOCC2)C(=O)C2COc3ccccc3O2)c1 (stereo not drawn) | -7 | 744 | 5.5% | 3 | 8 | -4.4% | i | 9 | 0.1 | 1009 | 0.67 | -0.26 | 0.54 | -0.4 | 2.8 | 2.9 | 10 | / | /
COCCN(C(=S)Nc1cc(C)cc(C)c1)C(C)c1ccco1 (stereo not drawn) | -20 | 738 | 0.1% | 61* | 30* | -3.0% | i | 4 | -2.4 | 1045 | -0.58 | -0.27 | 0.46 | -0.5 | 2.3 | 1.7 | 0.5 | -0.09 | 1331
O=C(NCCN1CCOCC1)NC1(C(F)(F)F)Oc2ccc(Cl)cc2O1 (stereo not drawn) | 10 | 710 | 2.0% | -6 | 20 | -15% | i | 5 | 2.4 | 942 | -0.067 | -0.082 | 0.1 | -1.3 | 3.6 | 3.7 | 0.8 | 0.08 | 1282
COC(=O)C1=CN(Cc2ccc(OC)cc2)C=C(C(=O)OC)C1c1cccs1 | -20 | 734 | 14% | 43 | 17 | -8.4% | i | -14 | -0.6 | 963 | 0.51 | -0.43 | 0.49 | 2.5 | 2.4 | 1.5 | 2.0 | -0.26 | 1525
O=C(CN1CCN(c2ccc(O)cc2)CC1)NC(c1ccccc1)c1ccccc1 | -9 | 618 | -3.0% | 6 | -7 | -5.4% | i | 13 | 1.1 | 449 | -0.18 | -0.3 | -0.48 | 0.43 | 5.6 | 1.8 | 4.5 | -0.08 | 1357
CCOCCCNC(=O)C(NC(=O)c1ccccc1O)c1ccccc1 (stereo not drawn) | -22 | 693 | -6.0% | 6 | 8 | -5.8% | i | -34 | 0.6 | 1087 | 0.045 | -0.19 | 0.26 | -0.19 | 3.3 | 1.7 | 1.9 | -0.78 | 1332
CCOc1ccc2c(c1)C(C)=CC(C)(C)N2C(=O)Nc1ccccc1F | -4 | 646 | 11% | -20 | -1 | 1.8% | i | -10 | -7.7 | 582 | 0.47 | -0.22 | 0.58 | -1.2 | 2.1 | 2.0 | 8.0 | 0 | 1416
O=C(CSc1ccc(-c2ccco2)nn1)NCc1ccccc1Cl | -37 | 514 | -1.7% | -8 | -13 | -7.6% | i | 3 | -0.1 | 1136 | 1.2 | -0.23 | 1.4 | -1.7 | 5.5 | 3.3 | 5.3 | 0.04 | 1517
O=C(Nc1ccccc1Cl)N1CCN(c2ccc3nncn3n2)CC1 | / | / | -0.1% | -13 | -32 | -1.5% | i | 17 | / | / | 0.23 | -0.17 | 0.23 | -0.099 | 2.6 | 3.0 | 3.6 | -0.07 | 855
Cc1ccc(-c2ccc(CCC(=O)O)n2NC(=O)c2cccs2)cc1 | -15 | 680 | 0.7% | -11 | -9 | -12% | i | 16 | -2.0 | 1119 | -0.31 | -0.24 | 0.2 | -0.24 | 2.3 | 2.3 | 7.0 | 2.1 | 1104
Cc1cc(C)n2nc(C(=O)OCC(=O)c3cc(C)n(C)c3C)nc2n1 | / | / | -2.5% | -2 | 14 | -3.4% | i | 6 | 0.2 | 671 | 0.29 | -0.44 | 0.3 | -0.025 | 3.7 | 1.9 | 16 | -0.9 | 1475
CCOC(=O)/C(=N\Nc1cc(Cl)ccc1Cl)N1CCN(CC)CC1 | -18 | 614 | -2.8% | 18 | 4 | -19% | i | -10 | 2.4 | 1043 | 0.18 | -0.16 | -0.12 | -0.7 | 3.3 | 3.1 | 6.8 | -0.59 | 1474
Cc1cc2ccc(C)c(C)c2nc1SCC(=O)c1cccs1 | -14 | 662 | -2.6% | 8 | 22 | 1.2% | i | 4 | -2.9 | 1084 | -0.42 | -0.22 | -0.64 | 0.88 | 1.0 | 3.4 | 14 | -0.19 | 1917
Cc1ccc(S(=O)(=O)NCC(=O)NCC(=O)OCC(=O)NC(=O)NC(C)(C)C)cc1C | 2 | 682 | 0.2% | 0 | 3 | -3.3% | i | -4 | 2.5 | 1047 | 0.51 | -0.19 | 0.11 | -0.68 | 2.4 | 2.5 | 6.0 | -0.31 | 1276
COc1ccccc1CN(C)C(=O)C1(c2ccc(Cl)cc2)CC1 | -63 | 648 | -0.7% | 7 | 3 | -3.9% | i | 43 | 0.0 | 1035 | 0.087 | -0.26 | 0.093 | -0.12 | 4.3 | 2.4 | 8.3 | -0.51 | 1503
COc1ccc(S(=O)(=O)NCC2CCCN(C(=O)c3ccco3)C2)cc1 (stereo not drawn) | -3 | 718 | 0.8% | 0 | -4 | -4.5% | i | -7 | 1.0 | 1019 | 0.67 | -0.3 | 0.36 | -0.11 | 4.9 | 2.6 | 8.4 | 0.46 | 1370
Cc1nnc(NC(=O)c2ccncc2)s1 | 5 | 745 | -3.3% | -6 | -4 | -3.4% | i | 5 | -13 | 1196 | 0.054 | -0.099 | -0.058 | 0.63 | 4.0 | 1.5 | 13 | / | /
Cc1ccc(NC(=O)CCC(=O)NNC(=O)c2cccs2)cc1C | 6 | 810 | 2.8% | -4 | -6 | -4.0% | i | -6 | -4.3 | 1170 | -0.3 | -0.22 | -0.16 | 0.064 | 2.1 | 2.9 | 9.4 | / | /
Fc1ccc(CN2CCN(C(=S)NCCc3ccccc3)CC2)c(Cl)c1 | -10 | 655 | -0.6% | 8 | -1 | -1.0% | i | -13 | 0.3 | 1494 | -0.52 | -0.16 | -0.17 | 0.2 | 3.0 | 1.7 | 1.5 | -0.3 | 1455
Cc1ccc(NC(=O)C2OCCc3ccccc32)cc1C (stereo not drawn) | -23 | 696 | 0.3% | 4 | 5 | -1.2% | i | -11 | -0.9 | 1070 | -0.97 | -0.29 | -0.29 | 0.26 | 2.0 | 3.5 | 10 | / | /
CCOC(=O)C(Cc1ccc(NC(=O)/C(=C\c2ccccc2)NC(=O)c2ccccc2)cc1)N1C(=O)c2ccccc2C1=O (stereo not drawn) | 37 | 612 | -2.5% | -13 | 9 | -15% | i | -4 | 0.8 | 969 | 0.66 | -0.24 | 0.73 | -0.56 | 2.6 | 2.2 | 1.0 | 0.02 | 1382
CCSc1ccccc1C(=O)NCc1ccco1 | / | / | -0.8% | 7 | 10 | -3.8% | i | 1 | / | / | -0.53 | -0.26 | -0.085 | 0.31 | 2.9 | 1.8 | 7.8 | -0.8 | 1037
CCCC(=O)Nc1ccc2c(c1)nc(CN1CCCCC1)n2C | / | / | 0.2% | 42 | 33 | -2.6% | i | 11 | -4.7 | 964 | -0.5 | -0.22 | -0.13 | 0.41 | 5.1 | 2.8 | 11 | -0.46 | 1111
COC(=O)Nc1cccn(Cc2c(Cl)cccc2Cl)c1=O | / | / | -0.1% | 11 | 3 | -2.8% | i | -7 | -1.5 | 1413 | -0.94 | -0.2 | -0.56 | 0.93 | 2.4 | 0.9 | 0.1 | 0 | 1406
OC1(c2ccc3c(c2)OCO3)CCN(Cc2ccccn2)CC1 | -7 | 685 | -1.3% | -12 | -2 | -3.7% | i | 13 | 4.6 | 1068 | -0.4 | -0.19 | 0.096 | -0.037 | 5.7 | 1.8 | 5.5 | 0.64 | 759
CCOC(=O)c1sc(=S)n(-c2ccc(C)cc2)c1SC | / | / | -1.8% | 2 | 11 | -4.6% | i | 3 | 0.6 | 1444 | -0.19 | 1.4 | -0.021 | 0.2 | 2.0 | 1.4 | 6.0 | 0.23 | 1429
O=C(NCC1CCCO1)c1ccccc1S(=O)(=O)c1ccc([N+](=O)[O-])cc1 (stereo not drawn) | 4 | 679 | 0.9% | -9 | 6 | -4.6% | i | -5 | -5.2 | 1124 | -1.2 | -0.35 | -0.5 | 0.57 | 4.0 | 1.5 | 9.0 | 0.05 | 1519
